S3 lipid droplet = qHTS Assay for Lipid Storage Modulators in Drosophila S3 Cells; Drosophila S3 cells, BODIPY lipid droplet fluorescence, 18-24 h; cells fed with added oleic acid; lipid storage change, negative = inhibition, % at the top dose, mostly 46.1 µM; hits show Potency in µM; hit rate 0.64% among 320,000; AID 2685, 2010; active = well fitted inhibition curve with a large enough effect in the signal ratio, with a control signal flat, not every such curve was filed as active; inconclusive = small, poorly fitted or top-dose-only effect, or effect the other way, or a change in a side signal; the % refers to the signal ratio
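Laser-scanning cytometry quantifies lipid droplet accumulation (500–530 nm total intensity; droplet/cell object ratio) in oleic acid-fed (400 uM added) Drosophila S3 cells treated with a concentration series. 20 uM Triacsin C defined 100% inhibition.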
S3 lipid droplet cell count max = further read-out of S3 lipid droplet, marked with its call; cell number change, %; measured here: cell count max response;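 cells counted by Cell Tracker Red CMTPX staining in the red channel; peak over a dose series mostly up to 46.1 µM; percent activity relative to internal control wells on each plate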
An asterisk follows results filed as active; i = inactive; ? = inconclusive; / = no result given. % is set by controls: 0 for no effect and ±100 for the full control effect; potency is the fitted concentration of half-maximal effect.

SMILES	S3 lipid droplet	S3 lipid droplet cell count max
CN(C)c1ccc(C(=O)OCC(=O)NC2CCCCCC2)cc1	?	/
Cc1ccc(NCC(=O)N/N=C/c2ccc(OC(=O)c3ccco3)cc2)cc1	22.3%	-9.6
COc1cc(/C=C/c2ccc3cccc(OC)c3n2)c(OC(C)=O)c([N+](=O)[O-])c1	?	/
Cc1nc(Nc2cccc(C(C)O)c2)c2nnn(Cc3ccc(F)cc3)c2n1 (configuration not stated)	-21.1%	9.6
CCOC(=O)C(CCCCOc1ccc([N+](=O)[O-])cc1)C(=O)OCC	19.1%	-7.9
COc1ccc(CN(C)CC(=O)Nc2cccc(S(N)(=O)=O)c2)c(OC)c1OC	?	/
CC1Cc2nc(SCC(N)=O)n(C)c(=O)c2S1 (configuration not stated)	8.9%	-9.9
O=C(Cc1ccccc1)NCc1ccc2c(c1)OCO2	0.8%	-15.5
CC1CCN(c2[nH]c(=S)c(C#N)c3c2CCCC3)CC1	?	/
Cc1cccc(CN2CCN(c3nc4nonc4nc3NC3CC3)CC2)c1	-7.7%	-12.1
Cc1cc(C(=O)N/N=C/c2cccnc2)c(C)o1	i	/
NC(=O)CC(NC(=O)Cc1ccc(Br)cc1)c1ccc(NCCN2CCCCC2)c([N+](=O)[O-])c1 (configuration not stated)	?	/
CC(C)(C)c1[nH]nc2c1C(C1C=CCCC1)C(C#N)=C(N)O2 (configuration not stated)	?	/
COc1ccc(C(=O)O/N=C(\C)c2cnccn2)cc1	-7.3%	1.5
C(=C/c1ccnc2nc(SC/C=C/c3ccccc3)nn12)/c1ccccc1	-1.1%	-6.0
C=CCn1c(Oc2ccccc2)nc2c1c(=O)n(C)c(=O)n2C	?	/
CC(NS(=O)(=O)c1c(N)n(C)c(=O)n(C)c1=O)c1ccccc1 (configuration not stated)	-22.2%	-0.8
C/C=C/C(=O)OCC(=O)Nc1cccc(F)c1	?	/
O=[N+]([O-])c1cc(C(F)(F)F)ccc1NC1CCN(Cc2ccccc2)CC1	-9.6%	-12.5
Cc1cccc(/C=N/Nc2nncc3ccccc23)c1	?	/
O=S(=O)(NCc1ccco1)c1cnc(Cl)c(Br)c1	-21.6%	-6.0
COc1ccc(NC(=O)C2CCCN(S(=O)(=O)c3ccc4[nH]c(=O)ccc4c3)C2)cc1 (configuration not stated)	?	/
Nc1ccc(N2CCN(c3ccc(Cl)c(Cl)c3)CC2)cc1	?	/
O=C(Nc1ccon1)c1ccc(Br)o1	i	/
Cc1cc(C)cc(N(C(=O)c2cccs2)C2C=CS(=O)(=O)C2)c1 (configuration not stated)	-0.2%	9.3

The closing two compounds of the section above come first, to join the parts.
SMILES	S3 lipid droplet	S3 lipid droplet cell count max
O=C(Nc1ccon1)c1ccc(Br)o1	i	/
Cc1cc(C)cc(N(C(=O)c2cccs2)C2C=CS(=O)(=O)C2)c1 (configuration not stated)	-0.2%	9.3
O=C(CN1C(=O)/C(=C/c2cccc(Br)c2)SC1=S)NCCCN1CCOCC1	-12.0%	/
COc1cc(NC(=S)NCCCN2CCOCC2)cc(OC)c1	?	/
O=C(Nc1ccc2oc(-c3ccccc3F)nc2c1)c1ccccc1F	?	/
Cc1c(CNC(=O)c2cnn3c2NC(c2ccccc2)CC3C(F)(F)F)cnn1C (configuration not stated)	8.8%	2.4
CCCN(/C=N/c1sc2c(c1C#N)CCCCC2)CCC	-6.4%	-9.8
CN(C)c1ccc(CNC2C3CC4CC(C3)CC2C4)cc1 (configuration not stated)	?	/
CCOc1ccccc1NS(=O)(=O)c1cc2c3c(c1)C(C)C(=O)N3CCC2 (configuration not stated)	?	/
c1csc(Cn2c(-c3cccs3)nc3ccccc32)c1	?	/
Cc1onc(-c2ccccc2)c1C(=O)NC(C)C1CCCO1 (configuration not stated)	14.6%	-8.3
Cc1cccc(CCNC(=O)C2CCCN(c3ncnc4c3nc3n4CCCCC3)C2)c1 (configuration not stated)	?	/
O=C(c1ccc(F)cc1)c1ccc(N2CCCCC2)cc1	5.3%	-4.3
Cc1ccc(C(=O)N2CCN(c3ccc([N+](=O)[O-])cc3-n3cccc3)CC2)cc1	?	/
COc1cccc(-c2csc3nnc(SCC(=O)c4ccc(NC(C)=O)cc4)n23)c1	?	/
C=CCN1C(=O)CN=C1Nc1cc(C)cc(C)c1	?	/
CCOC(=O)Nc1nc(-c2ccc(F)cc2F)cs1	?	/
COc1ccccc1NC(=O)Nc1ccc(N2CCOCC2)cc1	?	/
Cc1ccn2cc(CNS(=O)(=O)c3ccc4ccccc4c3)nc2c1	?	/
O=C(CCc1nnc(CCCc2ccccc2)o1)NCCc1ccccc1	?	/
CN1CCN(C(=O)c2ccccc2NC(=O)c2ccccc2Br)CC1	-1.6%	-9.1
Cc1ccc(N(C)C(=O)n2cnc3ccccc32)cc1	?	/
O=C(CCn1nnc2ccccc21)N1CCN(c2ccccc2)CC1	15.8%	6.7
CCc1nnc(NC(=O)c2ccc(S(=O)(=O)N(CC)Cc3ccccc3)cc2)o1	?	/
C(=C\c1ccco1)/C1=NN(c2ccccc2)C(c2ccco2)C1 (configuration not stated)	?	/
Cc1c(C(=O)NC(=S)NCc2cccnc2)oc2ccccc12	12.5%	-9.9
CC(=O)NC(c1cccs1)c1cc(Cl)c2ccccc2c1O (configuration not stated)	-30.0%	/

For reference, some entries already given.
SMILES	S3 lipid droplet	S3 lipid droplet cell count max
O=S(=O)(NCc1ccco1)c1cnc(Cl)c(Br)c1	-21.6%	-6.0
COc1ccc(NC(=O)C2CCCN(S(=O)(=O)c3ccc4[nH]c(=O)ccc4c3)C2)cc1 (configuration not stated)	?	/
Nc1ccc(N2CCN(c3ccc(Cl)c(Cl)c3)CC2)cc1	?	/
O=C(Nc1ccon1)c1ccc(Br)o1	i	/
Cc1cc(C)cc(N(C(=O)c2cccs2)C2C=CS(=O)(=O)C2)c1 (configuration not stated)	-0.2%	9.3
O=C(CN1C(=O)/C(=C/c2cccc(Br)c2)SC1=S)NCCCN1CCOCC1	-12.0%	/
COc1cc(NC(=S)NCCCN2CCOCC2)cc(OC)c1	?	/
O=C(Nc1ccc2oc(-c3ccccc3F)nc2c1)c1ccccc1F	?	/
Cc1c(CNC(=O)c2cnn3c2NC(c2ccccc2)CC3C(F)(F)F)cnn1C (configuration not stated)	8.8%	2.4
CCCN(/C=N/c1sc2c(c1C#N)CCCCC2)CCC	-6.4%	-9.8
CN(C)c1ccc(CNC2C3CC4CC(C3)CC2C4)cc1 (configuration not stated)	?	/
CCOc1ccccc1NS(=O)(=O)c1cc2c3c(c1)C(C)C(=O)N3CCC2 (configuration not stated)	?	/
c1csc(Cn2c(-c3cccs3)nc3ccccc32)c1	?	/
Cc1onc(-c2ccccc2)c1C(=O)NC(C)C1CCCO1 (configuration not stated)	14.6%	-8.3
Cc1cccc(CCNC(=O)C2CCCN(c3ncnc4c3nc3n4CCCCC3)C2)c1 (configuration not stated)	?	/
O=C(c1ccc(F)cc1)c1ccc(N2CCCCC2)cc1	5.3%	-4.3
Cc1ccc(C(=O)N2CCN(c3ccc([N+](=O)[O-])cc3-n3cccc3)CC2)cc1	?	/
COc1cccc(-c2csc3nnc(SCC(=O)c4ccc(NC(C)=O)cc4)n23)c1	?	/
C=CCN1C(=O)CN=C1Nc1cc(C)cc(C)c1	?	/
CCOC(=O)Nc1nc(-c2ccc(F)cc2F)cs1	?	/
COc1ccccc1NC(=O)Nc1ccc(N2CCOCC2)cc1	?	/
Cc1ccn2cc(CNS(=O)(=O)c3ccc4ccccc4c3)nc2c1	?	/
O=C(CCc1nnc(CCCc2ccccc2)o1)NCCc1ccccc1	?	/
CN1CCN(C(=O)c2ccccc2NC(=O)c2ccccc2Br)CC1	-1.6%	-9.1
Cc1ccc(N(C)C(=O)n2cnc3ccccc32)cc1	?	/
O=C(CCn1nnc2ccccc21)N1CCN(c2ccccc2)CC1	15.8%	6.7
CCc1nnc(NC(=O)c2ccc(S(=O)(=O)N(CC)Cc3ccccc3)cc2)o1	?	/
C(=C\c1ccco1)/C1=NN(c2ccccc2)C(c2ccco2)C1 (configuration not stated)	?	/
Cc1c(C(=O)NC(=S)NCc2cccnc2)oc2ccccc12	12.5%	-9.9

The results go on:
SMILES	S3 lipid droplet	S3 lipid droplet cell count max
Cc1ccc(S(=O)(=O)c2c(C)cc(C)nc2Oc2cccc(C(F)(F)F)c2)cc1	-5.4%	-1.8
COCCOC(=O)C1=C(C)N(c2ccccc2)C(=S)NC1c1ccccc1C(F)(F)F (configuration not stated)	?	/
C=CCC(CC=C)(NC(=O)c1ccccc1)c1ccccc1	-12.3%	-6.5
CNc1nccc(-c2ccc(Cl)cc2)c1C#N	?	/
CCOC(=O)C1=C(C)N(c2ccccc2)C(=O)/C1=C\c1ccco1	16.8%	9.8
CCOC(=O)Cc1nnc(NC(=O)CSc2ccc(Cl)cc2)s1	?	/
COc1ccccc1OCC(=O)Nc1ccc(S(=O)(=O)N2CCOCC2)cc1	?	/
Cc1ccc(N(C(=O)CCC(=O)Nc2nccs2)C(C(=O)NC(C)(C)C)c2ccc(O)cc2)cc1 (configuration not stated)	3.0%	-6.4
COc1ccc(/C=C2\CCn3c2nc2cc(C(=O)O)ccc2c3=O)cc1O	-12.4%	-17.5
CC(C)OCCCn1c(=N)c(S(=O)(=O)c2ccccc2)cc2c(=O)n3ccccc3nc21	i	2.6
CCc1cc(=O)[nH]c(SCC(=O)Nc2cc(C)on2)n1	23.3%	10.6
Cc1ccc(NC(=O)[C@@H](C)NC(=O)[C@@H]2Cc3ccccc3CN2)cc1	i	-3.5
COc1ccc(C2/C=C\CN(S(=O)(=O)c3cccs3)CC(=O)N2Cc2ccc(F)cc2)cc1 (configuration not stated)	17.0%	1.6
c1ccc(-c2nc3cc4ccccc4cc3[nH]2)nc1	?	/
Cc1ccc2c3c(c(SCC(=O)Nc4nonc4C)nc2c1)CCCC3	?	/
CN(C)C1(CNC(=O)C2CCN(S(=O)(=O)c3ccccc3C(F)(F)F)CC2)CCCCC1	?	/
O=C(Cc1cccs1)Nc1nc2c(ccc3ccccc32)s1	?	/
CCOc1ccc(C(=O)N(c2ccccn2)C2CCCCC2)cc1	?	/
COc1cccc(/C=N/NC(=O)CNC(=O)c2ccncc2)c1O	?	/
CCCC(=O)N1CC(=O)Nc2ccc(C)cc2C1c1ccccc1 (configuration not stated)	12.7%	20.9
O=C(O)c1cc(S(=O)(=O)N2CCN(c3ccccn3)CC2)ccc1Cl	?	/
Cc1nc(NC(=O)C(C)Oc2cccc(Cl)c2)sc1C(=O)N(C)C (configuration not stated)	17.3%	2.5

An excerpt. The share of hits here may be higher or lower than overall.
